Screening results (PubChem BioAssay)
LMNA splice mod: changes lamin A minigene splicing in HeLa cells. actives 0.01% (n = 200,000). Potency, µM (doses to about 46.1 µM), inactives show top-dose ratio change, negative = inhibition, actives largely listed as inhibitors. HeLa LMNA splicing GFP/RFP minigene ratio, 48 h; active means well fitted inhibition curve with a large enough effect in the signal ratio, with a control signal flat, not every such curve was filed as active; inconclusive means small, poorly fitted or top-dose-only effect, or effect the other way, or a change in a side signal; the % refers to the signal ratio; further: potency means the concentration at half of the fitted maximal effect; on the % scale 0 is the no-effect control and ±100 the full control effect
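S3 HeLa stable clones carrying a lamin A-EGFP splicing minigene plus DsRed2 were seeded at 600 cells/well in Opti-MEM with 2% FBS, pin-dosed and incubated 48 h at 37°C. Acumen cytometry (488 nm) gave the GFP/RFP total-intensity ratio.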
CBFb-RUNX1 inh: blocks binding between human CBF-beta and RUNX1; Potency, µM (doses to about 59.8 µM), for the others: at the highest dose activity, negative = inhibition, most hits filed as inhibitors; Q01196+Q13951; AlphaScreen CBFb-His/RUNX1-biotin binding, biochemical; AID 1477; 230,000 tested, under 10 active; further: % of control where 0% means no effect
Target sequence (Q01196 whole entry, looked up): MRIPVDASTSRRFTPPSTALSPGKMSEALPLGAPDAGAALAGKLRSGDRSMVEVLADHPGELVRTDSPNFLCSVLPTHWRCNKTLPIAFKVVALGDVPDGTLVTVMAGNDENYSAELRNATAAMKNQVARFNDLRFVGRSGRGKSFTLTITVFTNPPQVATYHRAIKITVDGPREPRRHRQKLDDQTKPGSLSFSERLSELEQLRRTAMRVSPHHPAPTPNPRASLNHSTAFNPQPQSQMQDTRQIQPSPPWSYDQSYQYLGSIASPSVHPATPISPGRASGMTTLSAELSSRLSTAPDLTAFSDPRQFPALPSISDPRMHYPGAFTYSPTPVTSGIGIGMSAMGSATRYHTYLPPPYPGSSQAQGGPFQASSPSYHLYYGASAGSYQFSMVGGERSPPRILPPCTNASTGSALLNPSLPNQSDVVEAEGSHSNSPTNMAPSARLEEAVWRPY
Target sequence (Q13951 whole entry, looked up): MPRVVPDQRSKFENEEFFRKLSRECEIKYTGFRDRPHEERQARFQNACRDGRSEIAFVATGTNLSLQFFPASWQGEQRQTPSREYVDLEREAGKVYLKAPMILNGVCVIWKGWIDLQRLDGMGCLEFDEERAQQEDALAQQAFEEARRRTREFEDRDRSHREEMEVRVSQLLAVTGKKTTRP
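CBF-beta (His) and RUNX1 (biotin), 30 nM each; 20 min preassociation; + compound, 15 min; + beads 50 ng each (Ni, streptavidin), 90 min; RT; AlphaScreen read.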
Epigenetic reg: derepresses silenced GFP reporter in murine cells; murine LDR cells, GFP reporter derepression, 30 h; Potency, µM (titrated, usually from 53.9 µM), inactives show at the top dose GFP activation, usual class: activators; actives 0.2% (n = 280,000); further: potency means the concentration at half of the fitted maximal effect; % of control where 0% means no effect; nearly all actives have a fitted effect of over 60% in size
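Reporter derepression read as number of fluorescent GFP-positive objects, 20-120 um in size, counted by laser-scanning cytometer. Mouse LDR line with an epigenetically silenced CMV-GFP locus; compound incubation 30 h, 37 C.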
NPSR antag: neuropeptide S receptor (human) antagonism, cAMP; Q6W5P4; CHO-NPSR cells, cAMP TR-FRET, antagonist mode; Potency, µM (highest dose often 38.3 µM), for inactives: at the top dose activity change, negative = inhibition, hits mostly inhibitors; actives 1% (n = 220,000); further: potency means the concentration at half of the fitted maximal effect; on the % scale 0 is the no-effect control and ±100 the full control effect; nearly all actives have a fitted effect of over 50% in size; many of its hits are not listed in these tables
Target sequence (Q6W5P4 whole entry, looked up): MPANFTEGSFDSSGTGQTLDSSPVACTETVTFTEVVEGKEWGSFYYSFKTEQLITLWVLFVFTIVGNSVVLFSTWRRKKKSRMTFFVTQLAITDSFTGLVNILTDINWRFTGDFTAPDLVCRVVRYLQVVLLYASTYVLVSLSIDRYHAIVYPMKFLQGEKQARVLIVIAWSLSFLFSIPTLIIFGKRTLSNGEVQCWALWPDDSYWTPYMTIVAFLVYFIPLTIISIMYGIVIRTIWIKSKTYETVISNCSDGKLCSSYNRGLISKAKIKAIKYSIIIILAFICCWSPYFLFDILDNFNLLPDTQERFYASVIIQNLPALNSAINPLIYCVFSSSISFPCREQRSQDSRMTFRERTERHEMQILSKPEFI
Luc counter: blocks Kinase-Glo luciferase, a counter-screen artifact | Kinase-Glo luciferase, ATP luminescence, 8 min | Potency, µM (top dose mostly 38.3 µM), inactives show at the top dose activity change, negative = inhibition, usual class: inhibitors | actives 0.28% (n = 200,000) | AID 1379; further: potency means the concentration at half of the fitted maximal effect; on the % scale 0 is the no-effect control and ±100 the full control effect; nearly all actives have a fitted effect of over 60% in size
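Compounds were added to a substrate mix at pH 7.2 (50 mM imidazole, 10 uM ATP, within the enzyme's linear range), followed by Kinase-Glo detection reagent; luminescence was measured after 8 minutes at ambient temperature.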
IMPase Li cell: cell-permeable IMPase inhibitors with lithium potentiation | CHO-M1 cells, IP1 TR-FRET (IP-One), carbachol + lithium | Potency, µM (doses to about 59.4 µM), inactives show at the top dose activity, negative = IMPase inhibition, most hits filed as inhibitors | actives 0.35% (n = 210,000) | AID 1457;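 further: IP1 builds up when IMPase is blocked and the TR-FRET signal falls; potency means the concentration at half of the fitted maximal effect; plate controls were basal vehicle for no effect and high inhibitor control for full effect; nearly all actives have a fitted effect of over 50% in size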
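CHO cells stably expressing M1 receptor (2000/well) were cultured 16–30 h, then exposed to compounds with a small lithium addition for 30 min at 37C. IP1 was measured by TR-FRET competition; AC50 from Hill fits.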
HttQ103 aggreg: reduces HttQ103-GFP aggregates in PC12 cells; AID 1688; Potency, µM (top dose mostly 46.1 µM), without a hit: at the top dose activity change, negative = inhibition, most hits filed as inhibitors; PC12 HttQ103-GFP aggregates, Acumen cytometry, 40 h; actives 1.1% (n = 220,000); further: potency means the concentration at half of the fitted maximal effect; on the % scale 0 is the no-effect control and ±100 the full control effect; nearly all actives have a fitted effect of over 60% in size
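Using laser scanning cytometry, GFP-positive aggregates were counted after lysis of PC12 cells induced with 100 nM tebufenozide to express HTT exon 1 Q103–GFP. Compounds were tested in titration.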
The depositor's hits bear a star; ? = inconclusive; . = not tested or not shown; & = joins results of further samples; [ ] = remark or other dose. Unless noted, the call rests on the fitted dose curve; in most records, active means well fitted curve in the direction sought with a large enough effect; inconclusive means small, poorly fitted or top-dose-only effect, or another doubt; inactive means no such curve, though single readings can be large; an effect the other way counts as inactive or inconclusive.

SMILES	LMNA splice mod	CBFb-RUNX1 inh	Epigenetic reg	NPSR antag	Luc counter	IMPase Li cell	HttQ103 aggreg
COc1ccc(-n2nnc3c(=O)n(C/C=C/c4ccccc4)cnc32)cc1	-11%	1%	-2.3%	-5%[46.1 µM]	-1%	32%[38.3 µM]	8%
CC(C)Cn1c(-c2cc([N+](=O)[O-])ccc2Cl)nc2c1c(=O)[nH]c(=O)n2Cc1ccccc1	-28%	-1%	0.0%	-28%	-2%	13%	6%
O=C1CC(N2CCSCC2)C(=O)N1CCc1ccccc1 (stereo not drawn)	8%	5%	0.0%	-8%[46.1 µM]	-1%	16%[38.3 µM]	9%
COc1ccccc1N(C)S(=O)(=O)c1ccc(C(=O)Nc2ccc3nc(C)sc3c2)cc1	?	-6%	-0.3%	-16%	1%	4%	-30%
COc1cccc(NC(=O)[C@@H]2CCCN2C(=O)C2CCN(S(=O)(=O)c3ccc(C)cc3)CC2)c1	-5%	0%	-0.4%	-18%[46.1 µM]	1%	-2%[38.3 µM]	2%
CCN(CC)CCOC(=O)c1ccc(NC(=O)CNC(=O)C2CCCCC2)cc1	-8%	6%	0.0%	20%	0%	1%	1%
COc1ccccc1OCc1nnc(SCC(=O)c2cc(Cl)ccc2OC)o1	-13%	-5%	-0.1%	-20%[46.1 µM]	1%	-1%[38.3 µM]	10%
CCC(CO)N=C1CC(C)(C)CC(=O)/C1=C(/O)CCCN1C(=O)c2ccccc2C1=O (stereo not drawn)	-14%[9.22 µM]	-1%	-0.1%	1%	-1%	-3%	14%
CCN(CCO)c1nc(SC)nc2c1sc1nc(-c3ccco3)c3c(c12)CCC3	?	?	?	-28%[46.1 µM]	0%	-7%[38.3 µM]	?
COC(=O)c1[nH]c(C)c(/C(O)=C2\C(=O)C(=O)N(CCN(C)C)C2c2cccs2)c1C (stereo not drawn)	-2%	1%	-1.1%	-2%[46.1 µM]	2%	-25%[38.3 µM]	5%
COC(=O)c1cccc(NC(=O)COC(=O)CSc2nc(C)cc(C)n2)c1	-9%	1%	0.0%	6%[46.1 µM]	-2%	0%[38.3 µM]	10%
Cc1ccccc1Nc1nnc(SCC(=O)NC2CCCc3ccccc32)s1 (stereo not drawn)	-10%	-4%	-1.0%	-19%	2%	26%	4%
CN1C(=O)C(Cl)(Cl)C(=O)c2ccccc21	?	-3%	?	16%	-4%	8%	?
CS(=O)(=O)Oc1ccccc1/C=C1/N=C(c2ccc(F)cc2)OC1=O	3%	8%	5.1%	4%	5%	-1%	6%
O=C(NCc1ccco1)c1cc(-c2ccccn2)nc2ccccc12	-2%	2%	0.0%	-9%[46.1 µM]	0%	-12%[38.3 µM]	6%
CCOC(=O)N1CCN(C(=O)CSCC(=O)Nc2nc(-c3ccc(OC)cc3)cs2)CC1	?	10%	0.0%	?	2%	-7%[38.3 µM]	-32%
Cc1cccc(C)c1N(CC(=O)N1CCN(C)CC1)S(C)(=O)=O	-6%	2%	-0.1%	1%[46.1 µM]	-4%	16%[38.3 µM]	-6%
COc1ccc(C(=O)N2CCN(c3ccc([N+](=O)[O-])c(-n4nc(C)cc4C)c3)CC2)cc1	-14%	-8%	-1.0%	-3%	1%	0%	-4%
O=C(NCCCn1ccnc1)C(=O)c1c[nH]c2ccccc12	.	12%	1.6%	1%	1%	-6%	38%
CC(C)(C)SCCNS(=O)(=O)c1ccccc1	-5%	8%	0.7%	?	2%	-3%[38.3 µM]	-2%[9.22 µM]
CCOCCCN1C(=O)CN(C2CCCCC2)C(=O)C1c1ccc(OCC)c(OC)c1 (stereo not drawn)	12%	2%	2.1%	-3%[46.1 µM]	-7%	-1%[38.3 µM]	16%
Cc1cccc(C(=O)OCC(=O)Nc2ccc(N3CCCCC3)cc2)c1O	1%	-3%	-9.1%	-5%[46.1 µM]	0%	-3%[38.3 µM]	?
COc1ccc(S(=O)(=O)N2CCCCC2)cc1NC(=O)C1CCCO1 (stereo not drawn)	?	3%	1.1%	-5%	0%	4%	-12%
Cc1ccc2nc(-c3ccc(-c4ccccn4)s3)cn2c1	.	14%	0.0%	-26%	.	.	-12%[9.22 µM]
Nn1c(Nc2ccccc2)nc2ccccc2c1=O	-7%	-1%	2.4%	1%[46.1 µM]	-8%	-7%[38.3 µM]	-19%
Cc1ccc(-n2cccc2C(=O)NS(=O)(=O)c2ccc(C)cc2)cc1	.	1%	-1.0%	8%	.	.	6%[9.22 µM]
O=C(NCCc1ccccn1)c1ccc(OC(F)F)cc1	11%[46 µM]	3%	-0.3%	17%	-3%	0%	12%
CN(C)S(=O)(=O)c1cccc(-c2nn(-c3ccccc3)cc2/C=C2\SC(=S)N(CC(=O)O)C2=O)c1	.	-22%	3.3%	?	.	.	8%[9.22 µM]
CCN(CC)c1cc(NCCO)c([N+](=O)[O-])c2nonc12	.	5%	-5.4%	11%	3%	0%	-1%[9.22 µM]
CC(=O)c1cc(C(=O)N2CCCC(CCC(=O)N(C)CCc3ccccn3)C2)cs1 (stereo not drawn)	.	9%	0.5%	-1%	.	.	4%
O=C(O)CC(NC(=O)c1ccncc1)c1ccccc1 (stereo not drawn)	.	7%	2.3%	9%	-1%	4%	12%
COc1cccc(-c2n[nH]c(=S)n2Cc2ccco2)c1OC	2%	0%	0.9%	-10%[46.1 µM]	1%	31%[activator][38.3 µM]	3%
CCCCn1nnnc1SCC(=O)c1ccc(C)c(C)c1	?	18%	-3.5%	-17%[46.1 µM]	.	.	14%
Cc1occc1C(=O)NNC(=O)c1ccc(Br)o1	2%[46 µM]	10%	1.1%	7%	-1%	-3%	-5%
C=CCNC(=S)N/N=C/c1ccc(OCc2ccccc2)cc1	2%	-3%	-0.9%	-1%[46.1 µM]	-1%	-2%[38.3 µM]	-3%
CSc1nncn1/N=C/c1cc(Cl)ccc1F	-2%	-5%	-2.2%	-23%[46.1 µM]	-4%	8%[38.3 µM]	14%
Cc1ccc(C(=O)CN(Cc2ccccc2)C2=NCCS2)cc1	-7%	-3%	1.0%	16%	5%	10%	12%
CSc1nc2ccc(NC(=O)CSc3nnc(N)s3)cc2s1	-5%	-2%	-6.9%	-19%[46.1 µM]	-3%	18%[38.3 µM]	9%
Cc1ccc(NC(=O)Nc2ccc(S(N)(=O)=O)cc2)cc1	.	-3%	-0.4%	-8%	.	11%	-4%
COc1ccc(NC(=O)Cn2c(=O)n(Cc3ccco3)c(=O)c3ccccc32)cc1	-1%	3%	-1.9%	-25%[46.1 µM]	-4%	16%[38.3 µM]	16%
Cn1c(SCC(=O)C(C)(C)C)nnc1-c1ccncc1	-1%	-29%	0.8%	1%[46.1 µM]	-3%	7%[38.3 µM]	5%
COc1ccccc1NC(=O)/C(=N/OCc1ccc(F)cc1)C(C)=O	13%[9.22 µM]	5%	2.1%	-15%	1%	9%	-8%
N#Cc1ccc(CS(=O)(=O)c2ccccc2)cc1	.	20%	-1.1%	.	-1%	13%	.
Cn1ccs/c1=N\S(=O)(=O)c1ccc(C(C)(C)C)cc1	-10%	2%	0.6%	-8%[46.1 µM]	-1%	23%[38.3 µM]	-8%
CSc1nnnn1-c1ccc(C)c(Cl)c1	-21%	4%	1.8%	6%	-1%	0%	9%
Cc1cc(=O)oc2cc(OCCSCCN3CCCC3)ccc12	11%[46 µM]	-5%	1.0%	-6%	.	.	4%[9.22 µM]
CC(=O)N1CCc2cc(S(=O)(=O)NC(C(=O)Nc3nc(C)cs3)C(C)C)ccc21 (stereo not drawn)	-6%	1%	7.1%	-11%[46.1 µM]	5%	21%[38.3 µM]	5%
Cc1ccc(C2N=C(N)Nc3nc4ccccc4n32)cc1 (stereo not drawn)	-2%&12%[46 µM]	1%	5.0%&0.0%	4%	1%	6%	24%
Cc1cc(C)c(C#N)c(Sc2ccccc2N)n1	-12%[1.84 µM]	-3%	-0.5%	-6%	3%	3%	-13%
O=C(NNS(=O)(=O)c1ccccc1[N+](=O)[O-])c1cccc([N+](=O)[O-])c1	0%	13%	-2.2%	-2%	-1%	-12%	7%
Cn1c(C(=O)NCc2cccs2)cc2c(=O)n(C)c3ccccc3c21	3%	-1%	-1.0%	?	-2%	-9%[38.3 µM]	3%
CC(=O)NC(Cc1ccc(F)cc1)C(=O)N1CCN(C(=O)NCc2ccccc2)CC1 (stereo not drawn)	4%	7%	-0.1%	10%	2%	-1%	0%
Cn1c(SCC(=O)c2ccccc2)nnc1C1CC1	-2%	10%	-0.2%	-8%[46.1 µM]	9%	-7%[38.3 µM]	-2%
CC(C)CNC(=O)NC1C(NC(=O)NCC(C)C)N(C)C(=O)N1C (stereo not drawn)	8%	-2%	0.8%	-6%[46.1 µM]	0%	-7%[38.3 µM]	10%
C/C(=C\c1ccc2c(c1)OCO2)C(=O)c1c(C)cc(C)[nH]c1=O	-2%[46 µM]	2%	-1.7%	-17%	2%	5%	-9%[9.22 µM]
O=C(O)Cn1cc(C(=O)C(F)(F)F)c2ccccc21	26%[46 µM]	-5%	-0.1%	-12%	2%	4%	4%[9.22 µM]
CC(=O)Oc1ccc2c(C)c(CC(C)O)c(=O)oc2c1 (stereo not drawn)	0%	3%	-2.0%	5%[46.1 µM]	.	.	1%
COCCN(C(=O)Cn1nnc2ccccc21)C(C(=O)NC1CCCC1)c1cccc(OC)c1OC (stereo not drawn)	5%	-1%	-1.0%	-13%[46.1 µM]	0%	3%[38.3 µM]	-1%
Cc1cc(Oc2ccc(C#N)cc2)nc(NCc2ccccc2)n1	?	4%	-1.8%	-19%[46.1 µM]	0%	-4%[38.3 µM]	?

Arranged by heavy-atom count (high to low): some entries from above
SMILES	LMNA splice mod	CBFb-RUNX1 inh	Epigenetic reg	NPSR antag	Luc counter	IMPase Li cell	HttQ103 aggreg
COCCN(C(=O)Cn1nnc2ccccc21)C(C(=O)NC1CCCC1)c1cccc(OC)c1OC (stereo not drawn)	5%	-1%	-1.0%	-13%[46.1 µM]	0%	3%[38.3 µM]	-1%
CC(=O)NC(Cc1ccc(F)cc1)C(=O)N1CCN(C(=O)NCc2ccccc2)CC1 (stereo not drawn)	4%	7%	-0.1%	10%	2%	-1%	0%
O=C(NNS(=O)(=O)c1ccccc1[N+](=O)[O-])c1cccc([N+](=O)[O-])c1	0%	13%	-2.2%	-2%	-1%	-12%	7%
Cc1cc(=O)oc2cc(OCCSCCN3CCCC3)ccc12	11%[46 µM]	-5%	1.0%	-6%	.	.	4%[9.22 µM]
Cc1ccc(C2N=C(N)Nc3nc4ccccc4n32)cc1 (stereo not drawn)	-2%&12%[46 µM]	1%	5.0%&0.0%	4%	1%	6%	24%

Some of the compounds tested; count on the stated rates, not on these rows.
